HIV Rev-RRE inh: HIV-1 Rev-RRE binding inhibitors, primary screen, biochemical, FRET, protein-RNA interaction. P05866. Rev peptide-RRE RNA binding. inhibition, % at 8 µM. 97,000 tested, 0.79% active;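 active means inhibition above the screen-wide mean plus 3 SD, cut at about 35% in these data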;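 further: 0% = median DMSO wells and 100% = median Neomycin B control wells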
Target sequence (P05866 whole entry, looked up): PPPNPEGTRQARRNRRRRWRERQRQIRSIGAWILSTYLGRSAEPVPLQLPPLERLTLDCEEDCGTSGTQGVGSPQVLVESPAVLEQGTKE
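Test system: Cy5-tagged RRE RNA duplex with fluorescein-tagged Rev peptide | Read-out: % inhibition of FRET ratio versus controls | Probe or stimulus: Labelled Rev peptide | Incubation: 5 min RNA-compound premix plus 15 min binding step, 25 °C | Technique: FRET fluorescence readout | Benchmarks: DMSO low control, neomycin B high control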
EphB4 antag: EphB4-ephrin-B2 interaction antagonists, primary screen, biochemical, TNYL-RAW peptide probe, fluorescence polarization. 97,000 tested, 0.15% active. EphB4 LBD / TNYL-RAW-Alexa532 peptide. inhibition, % at 7 µM;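 active means inhibition above the screen-wide mean inhibition plus 3 SD, cut at about 15% in these data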;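 further: 0% = DMSO wells and 100% = excess unlabeled TNYL-RAW peptide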
Target sequence (P54760 whole entry, looked up, the tested form may be a part): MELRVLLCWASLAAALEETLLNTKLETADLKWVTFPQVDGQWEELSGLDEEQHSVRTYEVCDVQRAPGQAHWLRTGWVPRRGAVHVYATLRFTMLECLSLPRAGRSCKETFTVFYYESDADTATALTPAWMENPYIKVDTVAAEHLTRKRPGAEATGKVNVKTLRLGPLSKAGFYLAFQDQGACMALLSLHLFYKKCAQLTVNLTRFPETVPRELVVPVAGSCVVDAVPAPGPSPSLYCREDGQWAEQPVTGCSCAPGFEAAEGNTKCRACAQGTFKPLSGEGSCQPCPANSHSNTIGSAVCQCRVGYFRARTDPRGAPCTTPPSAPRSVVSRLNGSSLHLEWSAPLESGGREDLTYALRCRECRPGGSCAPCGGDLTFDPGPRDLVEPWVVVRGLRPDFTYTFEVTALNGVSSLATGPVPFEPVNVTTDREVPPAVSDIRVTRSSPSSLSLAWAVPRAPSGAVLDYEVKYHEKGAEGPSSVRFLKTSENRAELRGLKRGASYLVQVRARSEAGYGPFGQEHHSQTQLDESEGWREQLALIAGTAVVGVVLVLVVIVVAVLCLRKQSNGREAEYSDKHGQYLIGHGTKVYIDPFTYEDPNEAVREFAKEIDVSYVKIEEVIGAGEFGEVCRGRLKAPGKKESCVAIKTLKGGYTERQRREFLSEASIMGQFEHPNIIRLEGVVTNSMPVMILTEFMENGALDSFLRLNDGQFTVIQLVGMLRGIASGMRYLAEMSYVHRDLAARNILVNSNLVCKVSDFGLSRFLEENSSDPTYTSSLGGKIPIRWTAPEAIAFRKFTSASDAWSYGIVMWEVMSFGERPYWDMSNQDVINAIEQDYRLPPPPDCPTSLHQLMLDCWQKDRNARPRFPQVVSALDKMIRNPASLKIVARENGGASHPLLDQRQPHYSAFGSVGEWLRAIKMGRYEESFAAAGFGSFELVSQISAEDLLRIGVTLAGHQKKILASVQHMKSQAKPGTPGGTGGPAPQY
PostGolgi ctrl: growth inhibition of yeast control strain, primary screen, counter-screen for post-Golgi transport modulator project; efflux-deficient yeast background strain, growth absorbance A615, 16 h; inhibition, % at 10 µM; 98,000 tested, 5% active
PostGolgi yeast: phenotypic screen on post-Golgi transport, primary screen; inhibition, % at 10 µM; 98,000 tested, 0.9% active; post-Golgi transport phenotypic cell assay;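 further: yeast cells grown in 1536-well plates; yeast grown about 18 h at 30C before absorbance read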
PTPN22 inh 2: PTPN22 phosphatase inhibitors, primary screen, biochemical, DiFMUP fluorescence, 2 µM. inhibition, % at 2 µM. Tyrosine-protein phosphatase non-receptor type 22 (Homo sapiens), Q9Y2R2. 96,000 tested, 0.21% active. AID 640, 2007. recombinant LYP catalytic domain;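 active means inhibition at 2 µM at or above a set limit, the screen mean plus 3 SD, cut at about 24% in these data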;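 further: 0% = DMSO with enzyme and 100% = enzyme fully blocked by orthovanadate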
FAK inh: FAK kinase inhibitors, primary screen, biochemical; Focal adhesion kinase 1 (Homo sapiens), Q05397; biochemical FAK kinase activity assay; inhibition, %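 (tested at 7 µM)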; 97,000 tested, 0.84% active; AID 727, 2007; in the data active means inhibition above about 19%;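 further: 0% = DMSO and 100% = reference compound high control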
S1P2 antag: human S1P2 receptor antagonists, primary screen, cell-based; inhibition, % at 5 µM; Sphingosine 1-phosphate receptor 2 (Homo sapiens), O95136; AID 736, 2007; 97,000 tested, 0.21% active; cell-based S1P2 antagonist assay, inhibition at 5 uM; in the data active means inhibition above about 45%;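 further: CRE beta-lactamase reporter cells expressing human S1P2 stimulated with S1P; 0% = agonist at EC80 alone and 100% = agonist plus reference antagonist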
LYP act: LYP phosphatase activators, primary screen, biochemical, DiFMUP fluorescence, 2 µM; 96,000 tested, 0.11% active; activation, % at 2 µM; Tyrosine-protein phosphatase non-receptor type 22 (Homo sapiens), Q9Y2R2; recombinant LYP; 0 = plate median, 100 = signal doubled;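 active means activation at 2 µM above a set limit, the mean plus 5 SD, cut at about 37% in these data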
S1P2 agonist: S1P2 receptor agonists, primary screen, cell-based; 97,000 tested, 0.46% active; activation, % at 4.5 µM; S1P2-expressing cell line, agonist reporter read-out; in the data active means activation above about 16%;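 further: 0% = vehicle low control and 100% = maximal reference agonist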
* marks the source's active call; other numbers are inactive results; · = not tested or not shown. Unless noted, no stated cut-off is given here; in the data, active means inhibition above about 30%; inactive means the rest.

SMILES	HIV Rev-RRE inh	EphB4 antag	PostGolgi ctrl	PostGolgi yeast	PTPN22 inh 2	FAK inh	S1P2 antag	LYP act	S1P2 agonist
CCc1nnc(NC(=O)c2cccc(S(=O)(=O)N3CCc4ccccc43)c2)s1	6	-4	-5	-5	4	-3	7	-6	-5
Cc1ccc(C(=O)C[n+]2cc(-c3ccc(C)cc3)n3c2CCCCC3)cc1	11	-2	-13	21	2	5	11	1	-2
c1ccc(-c2cn3c(n2)SCC3)cc1	9	1	·	·	7	0	-5	-7	-2
Cc1noc(C)c1COc1cccc(C(=O)Nc2ccc(OCc3ccccc3)cc2)c1	7	7	1	0	-5	-4	11	7	-9
COc1cccc(-n2nnc3c(=O)n(CC(=O)NCC4CCCO4)cnc32)c1 (stereo not drawn)	1	-9	4	1	-1	-2	0	0	-5
O=C(Nc1ccc(O)cc1)c1cc2n(n1)C(C(F)(F)F)CC(c1ccco1)N2 (stereo not drawn)	14	-2	-6	-3	-9	-5	-23	7	-2
CCOc1cc(-c2nc(-c3ccc(C)nc3OC)no2)cc(OCC)c1OCC	10	2	5	10	-11	-1	-11	3	1
CC1CC(=O)C2=C(C1)OC(N)=C(C#N)C2c1coc2ccccc2c1=O (stereo not drawn)	23	6	8	-9	1	2	7	2	-8
O=C(Nc1ccc(N2CCOCC2)cc1)c1cn2ccccc2n1	3	3	-5	-4	2	2	-10	0	-5
CCOC(=O)COc1ccc(S(=O)(=O)NCc2ccncc2)cc1	6	5	12	2	-2	0	43	1	-4
Cc1c(C(=O)NCc2cccnc2)oc2ccc(S(=O)(=O)N3CCC4(CC3)OCCO4)cc12	13	0	2	-2	2	-1	19	-5	-2
CCC(=O)OC1CSc2nc3ccccc3n2C1 (stereo not drawn)	8	6	9	-12	-17	-4	5	14	-4
Cc1ccc(C)c(NC2=NC3(CCCCC3)N=C(N)N2)c1	-6	1	·	·	-3	-1	-15	4	-3
CCOC(=O)N1CCN(S(=O)(=O)N(C)C)CC1	10	4	-5	2	3	-5	0	-4	-7
CCN1CCN(CCC(=O)Nc2cccc(OC)c2)CC1	10	3	1	0	10	4	27	-9	-1
C(=N\N1CCN(Cc2cccc3ccccc23)CC1)/c1cccnc1	0	1	9	-4	12	4	17	-7	-4
Cc1oc(-c2ccccc2Cl)nc1CSCC(=O)O	5	-6	11	-5	1	-5	-5	-1	-7
CCOC(=O)CSc1nc2cccnc2n1-c1ccc(F)cc1	5	3	3	-4	11	0	-14	-8	-7
CCOC(=O)Cc1nnc(NC(=O)CC)s1	2	-1	4	-6	-7	-1	12	4	-7
Cc1cccc(Cn2cnc3c(nnn3Cc3ccccc3F)c2=O)c1	10	-2	17	-6	-7	-1	5	5	-7
CCOC(=O)C1=C(c2ccccc2)O/C(=C(/C(=O)OC)C(F)(F)F)S1	18	-7	3	-2	9	-2	-6	-7	-3
O=C(Nc1nc(NC(=O)c2ccco2)n(-c2ccccc2)n1)c1ccccc1	18	7	-1	0	-14	-2	4	17	-9
N/C(=N\c1nc2ccccc2o1)NC(=O)c1ccc(F)cc1	7	-2	1	-8	-1	-2	10	4	-7
O=C(NCC1CCCO1)C1CC(c2ccccc2Cl)=NO1 (stereo not drawn)	5	8	-3	3	7	-1	11	-8	-4
CCOC(=O)c1c(-c2ccccc2)cn2ccccc12	-2	-8	10	-32	7	2	-23	-9	2
SMILES	HIV Rev-RRE inh	EphB4 antag	PostGolgi ctrl	PostGolgi yeast	PTPN22 inh 2	FAK inh	S1P2 antag	LYP act	S1P2 agonist
CCN(CCNC(=O)C1CCN(Cc2nc(-c3cccc(Cl)c3)oc2C)CC1)c1ccccc1	-1	5	25	-1	4	2	19	-6	-5
O=C(CSc1nc2ccccc2n1CCc1ccccc1)NC1CCS(=O)(=O)C1 (stereo not drawn)	1	-1	-11	7	6	1	-5	-6	-7
O=C(COC(=O)CCS(=O)(=O)c1ccc(Cl)cc1)NC1CCCCC1	2	1	-2	-9	-4	2	5	6	-9
COc1ccc(N(CC(=O)N2CCN(Cc3ccc4c(c3)OCO4)CC2)S(C)(=O)=O)cc1OC	3	-6	3	-6	-11	0	2	7	0
COc1ccc(CNc2oc(C)nc2C#N)cc1	3	-9	·	·	-10	0	-15	9	0
O=C(CSc1nnc(-c2cnccn2)n1Cc1ccco1)Nc1ccc(Br)cc1	17	-2	12	-7	2	1	-7	0	-6
COc1ccc2nnc(-c3ccccc3)n2n1	-5	-6	0	3	-14	-5	4	13	-1
O=C(NCC1CCCO1)C(c1cccnc1)N(C(=O)Cc1cccs1)c1ccccc1 (stereo not drawn)	0	2	-3	2	6	5	29	-4	-4
Cc1cc(S(=O)(=O)Nc2c(C(=O)O)[nH]c3ccccc23)ccc1F	0	0	-3	2	-2	-8	-6	1	-9
Cc1ccc(-n2c(SCC(N)=O)nnc2-c2cccnc2)c(C)c1	5	-5	6	-2	-2	-1	8	-1	-1
COC(=O)C(CC(=O)Nc1cc(C)ccc1C)Nc1ccccc1OC (stereo not drawn)	-1	-4	5	-1	-10	1	-12	8	-2
C=C(C)CNC(=S)N/N=C(\C)c1ccc(-n2ccnc2)cc1	-3	-1	-2	-1	6	-1	-21	-6	-4
Cn1c(=O)c2c(nc(-n3ccnc3)n2C)n(C)c1=O	3	-1	-7	-3	2	0	-9	1	-6
Cc1cc(CN2C(=O)c3ccccc3C2=O)no1	3	-4	-6	4	-8	2	5	9	0
N#C/C(=C\C1CC2C=CC1C2)c1nc2ccccc2[nH]1 (stereo not drawn)	2	-2	4	-1	-4	5	11	6	-6
O=C(NCc1ccc2c(c1)OCO2)C1CCCN(C(=O)c2ccc(Cl)cc2)C1 (stereo not drawn)	7	5	-3	-1	-2	4	25	4	-7
O=C(N/N=C\c1cn[nH]c1-c1ccccc1)c1cccnc1	6	9	-1	-1	6	-1	7	-4	-1
COc1cccc(OC)c1OCCCCN1CCCC1	7	-8	-4	8	6	0	-11	-7	-4
OCCN(Cc1ccccc1)Cc1ccc(C(F)(F)F)cc1	13	0	5	2	-6	1	0	6	-7
COCCNC(=O)c1c[nH]n2c(=O)cc(C3CCN(C(=O)OC(C)(C)C)CC3)nc12	7	4	-9	6	6	1	13	-8	-1
O=[N+]([O-])c1cccc(/C=C/c2nc3ccc([N+](=O)[O-])cc3[nH]2)c1	8	-4	72*	8	18	34*	22	-16	-2
NC(=S)N/N=C/c1ccc(-c2ccc(Cl)c(Cl)c2)o1	7	6	81*	67*	7	-2	-12	-6	-2
Cc1ccc(Cl)cc1N1CCN(C(CC(C)C)c2nnnn2CC2CCCO2)CC1 (stereo not drawn)	11	2	6	-3	-3	1	17	1	-6
N#CC1=C(N)OC2=C(C(=O)CCC2)C1c1ccncc1 (stereo not drawn)	4	14	2	17	-3	3	-3	1	-4
CN(C)S(=O)(=O)N(CC(=O)Nc1ccccc1)c1ccccc1	10	-4	·	·	-12	1	-15	13	-3
SMILES	HIV Rev-RRE inh	EphB4 antag	PostGolgi ctrl	PostGolgi yeast	PTPN22 inh 2	FAK inh	S1P2 antag	LYP act	S1P2 agonist
O=C1N=C(N2CCCCC2)SC1=C1CCCC1	8	12	7	23	0	-2	3	-2	-11
Cc1cc(C)c(NC(=O)CS(=O)CC(=O)NC2CCCc3ccccc32)c(C)c1 (stereo not drawn)	4	2	2	-1	-8	-1	-11	10	-2
CC(=O)Cc1nsc(NC(=O)c2cc(-c3cccc(C(F)(F)F)c3)oc2C)n1	11	-1	9	-4	9	6	-2	-7	-2
Cc1cc(C)n2nc(CC(=O)NC3CCCCCC3)nc2n1	8	7	-7	-7	-4	2	3	2	-1
COc1ccc(S(=O)(=O)N[C@@H](Cc2ccccc2)C(=O)N2CC[C@@]3(O)CCCC[C@H]3C2)cc1	8	-2	4	-3	-14	4	21	11	-3
Cc1[nH]c(=S)[nH]c(=O)c1CCOc1ccccc1	7	2	-9	2	1	1	-3	-2	-1
O=C(NCCc1ccccc1)c1cc(S(=O)(=O)N2CCOCC2)ccc1F	7	5	0	6	4	-1	-6	-6	-1
O=C(CNc1ccccc1)N/N=C/c1ccc([N+](=O)[O-])o1	3	-1	-4	4	-8	-4	-4	13	-2
Cc1ccc(S(=O)(=O)Nc2nc3ccccc3nc2NCc2ccco2)cc1	46*	3	13	1	3	-2	7	-6	-3
Clc1cccc(-c2nnc(SC/C=C/c3ccccc3)n2Cc2ccco2)c1	4	1	26	-3	8	2	1	-7	-5
CCCS(=O)(=O)N1CCC(C(=O)N2CCN(C(=O)OCC)CC2)CC1	0	-7	7	-7	-4	-6	6	2	-4
CCC(=O)Nc1ccccc1C(=O)OCc1ccc(C(=O)c2ccccc2)cc1	6	-4	12	-5	5	-1	-3	-3	-8
O=C(COC(=O)Cc1cccc(C(F)(F)F)c1)NCC1CCCO1 (stereo not drawn)	4	4	-8	-1	-8	-2	-10	7	-2
CCOc1ccc(/C=N/n2c(SC)nnc(C(C)(C)C)c2=O)cc1	4	4	18	0	3	-8	-5	-3	-8
COC(=O)c1ccc(Oc2cc(C)nc(NCc3ccccc3)n2)cc1	8	8	5	-8	0	5	8	1	-6
CCOC(=O)c1ccc(NC(=O)N2CCCCC2)cc1	4	5	-4	-6	3	-1	6	0	-4
Cc1cc(=O)oc(C)c1C(=O)NCCc1ccc(F)cc1	4	1	2	-8	2	-5	25	1	-7
CCOC(=O)c1sc(NC(=O)CSc2nnc(-c3ccco3)n2CC)c(C(=O)OCC)c1C	1	-1	24	0	11	4	-28	-12	1
CN(CC(=O)Nc1ccc2c(c1)OCCO2)S(=O)(=O)c1cccc2cccnc12	2	4	-7	5	-8	5	-3	7	-2
CCOC(=O)C1=C(Cn2cnc3ccccc32)NC(=O)NC1c1ccc(OC)cc1 (stereo not drawn)	9	5	-14	-2	8	-2	2	-6	-6
COC(=O)c1nn(-c2ccccc2)c(=O)cc1Oc1ccccc1	6	-3	1	12	0	0	9	0	-4
CCN(CC)c1nc(-c2cccc(OC)c2O)nc2ccccc12	-1	-12	32*	-3	-4	6	-10	4	-3
CCOc1cc2[nH]c(=O)n(CC3CCC(C(=O)NCCCOC)CC3)c(=O)c2cc1OCC (stereo not drawn)	-2	1	-2	-7	-2	8	9	0	-5
Cc1ccc(-n2c(-c3cccnc3)n[nH]c2=S)c(C)c1	3	2	7	2	1	1	15	0	-2
Cc1noc(C)c1C(=O)NC(C)c1ccc2c(c1)OCO2 (stereo not drawn)	11	3	-7	-20	-4	-2	8	4	-6
COCCNC(=O)C1CC(c2ccccc2[N+](=O)[O-])=NO1 (stereo not drawn)	1	-1	4	-2	5	-2	8	-1	0
C=C(C)CSc1nc2c(c(=O)[nH]c(=O)n2C)n1CCC(C)C	5	-1	21	-4	-1	6	-49	-1	-3

Complete entries, quoted from the list. Order of screens: HIV Rev-RRE inh | EphB4 antag | PostGolgi ctrl | PostGolgi yeast | PTPN22 inh 2 | FAK inh | S1P2 antag | LYP act | S1P2 agonist
Results for `COCCNC(=O)C1CC(c2ccccc2[N+](=O)[O-])=NO1` (stereo not drawn) → 1 | -1 | 4 | -2 | 5 | -2 | 8 | -1 | 0
Results for `O=C(Nc1nc(NC(=O)c2ccco2)n(-c2ccccc2)n1)c1ccccc1` → 18 | 7 | -1 | 0 | -14 | -2 | 4 | 17 | -9
Results for `N#C/C(=C\C1CC2C=CC1C2)c1nc2ccccc2[nH]1` (stereo not drawn) → 2 | -2 | 4 | -1 | -4 | 5 | 11 | 6 | -6
Results for `O=C(NCC1CCCO1)C1CC(c2ccccc2Cl)=NO1` (stereo not drawn) → 5 | 8 | -3 | 3 | 7 | -1 | 11 | -8 | -4
Results for `CCOC(=O)COc1ccc(S(=O)(=O)NCc2ccncc2)cc1` → 6 | 5 | 12 | 2 | -2 | 0 | 43 | 1 | -4
